# Compound activity: PubChem BioAssay, Sanford-Burnham Center for Chemical Genomics
# TAG inh – inhibitors of triacylglycerol accumulation, primary screen, cell-based, uHTS, fluorescence, H9c2 | H9c2 cells, Nile Red lipid (TAG) fluorescence; cells loaded with 200 µM oleic acid | inhibition, % at 12.5 µM | 0.66% of 230,000 active | AID 651582, 2012;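 active = pattern-corrected inhibition of lipid staining of at least 50% with the nuclear-stain viability signal not falling by more than 50%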;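 note: 0% = DMSO wells and 100% = triacsin C control wells; some results filed as inactive read as strong as hits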
# TAG inh DAPI viability – also measured in TAG inh; calls as there; DAPI nuclei signal change (viability), lower = more cytotoxic, %;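 whole-well DAPI fluorescence read on a plate reader as a viability signal; minus 50 percent equals half of cells still viable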
# * hit, by the source's call. Not all compounds are listed, so the mix of outcomes need not match the whole.
No.	Compound	TAG inh	TAG inh DAPI viability
1	CC(=O)NC(c1ccc(F)cc1)c1cccnc1 (stereo not given)	4	0
2	CCOc1ccc(-n2c(C)nc3cc(C(=O)NCc4ccco4)ccc32)cc1	27	-16
3	CC1=NN(c2ccccc2)C(=O)/C1=C/C=C/C=C/N(C)C	-14	-2
4	COc1c(C)cc(C(=O)C2CCCN(C(=O)c3cc4nc(C)cc(C)n4n3)C2)cc1C (stereo not given)	17	1
5	COc1ccc(OC)c(Nc2cc(C)nc3ccc(C)cc23)c1	22	-12
6	O=C1CCc2cc(S(=O)(=O)N3CCN(c4ccccc4)CC3)cc3c2N1CCC3	-22	5
7	CC(C)CNC(=O)C1(C)CCCN1C(=O)c1cc2ccccc2s1 (stereo not given)	7	-2
8	Cc1ccccc1Cn1c(=O)n(CCCC(=O)NCc2ccco2)c(=O)c2sccc21	7	-8
9	CCN(C[C@H]1N[C@@](C)(C(=O)OC)[C@H]2C(=O)N(Cc3ccccc3)C(=O)[C@@H]12)C(=O)Nc1ccc(F)cc1	2	1
10	Cc1ccc(OCc2csc(N)n2)cc1	-7	2
11	CN(C)CCCN(C(=O)c1ccco1)c1nc(-c2ccc(Cl)cc2)cs1	21	6
12	Cc1cc(C)c(C(=O)/C=C/c2ccc3c(c2)OCO3)c(=O)[nH]1	-7	-2
13	O=C(NNC(=O)c1cc(S(=O)(=O)N2CCOCC2)c(Cl)cc1Cl)c1ccccc1F	2	-3
14	COc1ccc(NC(=O)CN(C)C(=O)c2cc(-c3ccccc3)nc3ccccc23)cc1	8	-3
15	COC(=O)CCC(=O)N1CN2CN(C(=O)CCC(=O)OC)CC([N+](=O)[O-])(C2)C1	7	-3
16	O=c1c2cccc3c2c(nn1CN1CCOCC1)-c1ccccc1-3	-1	0
17	COc1ccc(N(C(=O)CNC(=O)c2cccs2)C(C(=O)NCC2CCCO2)c2ccccc2)cc1 (stereo not given)	5	-5
18	COc1ccccc1C(=O)Nc1ccc(S(=O)(=O)N2CCN(C)CC2)cc1	3	11
19	CCCS(=O)(=O)c1cscc1NC(=O)c1c(-c2c(F)cccc2Cl)noc1C	4	0
20	CCC[C@@H]1CCCO[C@@](C(=O)NCc2ccc(S(C)(=O)=O)cc2)(C(F)(F)F)C1	-4	-4
21	O=C(CCCN1C(=O)C(c2ccccc2)Oc2cccnc21)Nc1ccccc1Br (stereo not given)	-3	-12
22	O=C(Nc1nccs1)c1ccc(F)c(S(=O)(=O)N2CCOCC2)c1	14	3
23	Cc1nn(CC(=O)NCc2cccc3ccccc23)c(=O)c2ccccc12	8	-25
24	CCn1cc(CCC(=O)O)c(C)n1	-3	5
25	Cc1cc(N2CCN(C)CC2)nc2ccc(NC(=S)N3CCCCC3)cc12	10	27
26	CCc1nnc(NC(=O)Cc2ccc(S(=O)(=O)N3CCCCC3)cc2)s1	-16	-3
27	O=C(c1cccs1)n1nc(-c2ccc(Cl)cc2)nc1NCc1ccco1	9	8
28	O=C(CN1CCCCCC1)Nc1ccccc1	-10	-2
29	CC12CCC3c4cc(CN5CCOCC5)c(O)cc4CCC3C1CCC2=O (stereo not given)	-20	9
30	CCCCc1cc(=O)oc2cc(OCc3nn[nH]n3)ccc12	9	-3
31	Cc1ccc[n+](-c2[nH]c(=O)sc2/C=N/N=C(\[O-])CCn2c3ccccc3c3ccccc32)c1	-12	7
32	O=C(COc1ccccc1)Nc1c2c(nn1-c1ccc(F)cc1)CS(=O)(=O)C2	12	-1
33	CN(C(=O)c1ccc(NC(=O)Cc2cccc(NC(=O)C3CCCN(C(=O)C4CCC4)C3)c2)cc1)C1CCCC1 (stereo not given)	16	-8
34	O=C(CCC(=O)c1ccc(Br)cc1)Nc1cccnc1	7	-9
35	O=c1c2cc(-c3ccccc3)sc2nc2n1N=C(c1cccs1)CS2	-11	11
36	O=C(CSc1nc2scc(-c3ccccc3)c2c(=O)[nH]1)NCCc1ccccc1	12	4
37	COc1ccc(-c2cc(C(=O)NCCN3CCOCC3)c3ccccc3n2)cc1OC	16	2
38	O=c1cc(COc2ccc(Cl)c(Cl)c2)nc2sccn12	5	0
39	COc1cc(NC(=O)CN2C(=O)c3ccccc3C2=O)c(C(=O)O)cc1OC	-1	11
40	Nc1cc2c(cc1[N+](=O)[O-])-c1ccccc1C2=NO	11	-7
41	CCN(CC)S(=O)(=O)c1ccc(C)c(NC(=O)c2cc(C)oc2C)c1	-6	0
42	CCOC(=O)c1c(C)[nH]c(C)c1C(=O)COC(=O)c1c(OC)cccc1OC	-8	5
43	Cc1cc(Cl)ccc1OCCCC(=O)NCCCn1ccnc1	-5	13
44	O=C1NCCc2c1[nH]c1c(Cl)ccc(Cl)c21	13	-10
45	CSCC[C@H]1COC[C@@H](Cc2ccccc2)N1c1ccccc1	-19	13
46	COc1ccc(CNCc2cccc(OC)c2OC)cc1Br	-5	13
47	Cc1ccc(C(=O)OCC(=O)NCC2CCCO2)c(C)c1 (stereo not given)	8	-10
48	COc1ccc(C(=O)N/N=C/C(C)c2ccccc2)cc1OC (stereo not given)	-4	-4
49	COC(=O)C1CCN(C(=O)COC(=O)Cc2c[nH]c3ccccc23)CC1	-2	3
50	CCn1c(COc2ccc3ccccc3c2C)nnc1SCC(=O)Nc1cccc(C(=O)O)c1	-9	3

# Next entries follow.
No.	Compound	TAG inh	TAG inh DAPI viability
51	Cc1cc(=O)oc2c3c(ccc12)OC/C3=N/N	1	7
52	Fc1cccc(Cl)c1CSc1nnc(CN2CCOCC2)n1-c1ccccc1	10	-2
53	CC(C(=O)c1ccc(-c2ccccc2)cc1)[n+]1ccccc1 (stereo not given)	-59	-3
54	CC(C)(C)c1ccc(CNC(=O)c2ccc3c(c2)NC(=O)CO3)cc1	-18	-7
55	CCn1c(SCC(=O)Nc2ccc(C)cc2)nnc1-c1ccccn1	-4	1
56	CCN(Cc1ccccc1)C(=O)c1cc(S(=O)(=O)N2CCOCC2)cn1C	1	7
57	COc1ccc2[nH]c(=O)c(CNc3ccccc3)cc2c1	5	1
58	C=CCn1c(SCc2csc(C)n2)nc2sc3c(c2c1=O)CCC(C)C3 (stereo not given)	15	-5
59	COc1ccc(NC(=S)N(C)CC2COc3ccccc3O2)cc1 (stereo not given)	3	0
60	Cc1cccc(C(C(N)=O)c2ncc(C(F)(F)F)cc2Cl)c1 (stereo not given)	-9	-2
61	C[C@@H]1CN([C@H](C)CO)S(=O)(=O)c2ccc(Br)cc2O[C@@H]1CN(C)C(=O)NC1CCCC1	-13	6
62	CCCc1ccc(C(C)NC(=S)NCc2ccc(F)cc2)cc1 (stereo not given)	-5	-3
63	Cc1ccsc1C(=O)OC(C)C(=O)NC1CCCCC1C (stereo not given)	1	-2
64	C[C@H]1CN([C@@H](C)CO)C(=O)CCCn2nncc2CO[C@@H]1CN(C)C(=O)c1ccc(N2CCN(C)CC2)cc1	1	-2
65	O=C(Nc1ccc(C(=O)N2CCCC2)cc1)c1ccc(F)cc1Cl	9	-4
66	Cc1nc2nc(SCC(=O)NCCCN3CCOCC3)nn2c(C)c1Cc1ccccc1	-2	1
67	Cc1nnc(SCC(=O)N2CCN(c3ccccc3)CC2)n1C1CC1	3	1
68	CCN(CC(=O)Nc1cccc(S(=O)(=O)N2CCCC2)c1)CC(=O)Nc1ccccc1OC	-4	-4
69	CC(=O)NCCNC(=O)c1ccc(-n2c(C)ccc2C)cc1	-17	0
70	O=C(NCCc1csc(-c2ccccc2)n1)c1ccco1	0	9
71	CCN(CC)S(=O)(=O)c1ccc(NC(=O)c2ccc(N(C)S(C)(=O)=O)cc2)cc1	8	3
72	Cc1ccc(-c2nnc(Nc3ccc(O)cc3)c3ccccc23)cc1S(=O)(=O)NCCO	2	1
73	CCCCC(NS(=O)(=O)c1ccc(OC)cc1)C(=O)O (stereo not given)	16	-9
74	Cc1c(C(=O)NCc2ccco2)oc2c(F)cccc12	-11	3
75	CC(=O)c1c(C)[nH]c(C(=O)COC(=O)c2cccnc2Cl)c1C	14	0
76	CCOc1ccc(NC(=O)COC(=O)C2CC2C)cc1 (stereo not given)	-13	-1
77	Cc1ccc(C(=O)CC2(O)C(=O)N(Cc3ccccc3)c3ccccc32)o1 (stereo not given)	5	-14
78	O=C(COC(=O)COc1ccccc1)NC1CCS(=O)(=O)C1 (stereo not given)	5	-10
79	CCC(=O)Nc1ccc(C(=O)n2nc(C)cc2C)cc1	-5	-5
80	Cc1cccc(OCc2nnc(SCC(=O)Nc3nccs3)o2)c1	-2	0
81	CCOC(=O)Cn1c(C)[n+](CC(=O)c2ccccc2)c2ccccc21	-1	6
82	CCc1ccc(S(=O)(=O)N2CCN(c3ncccn3)CC2)cc1	-14	4
83	O=S(=O)(c1ccc(OCc2nc3ccccc3s2)c(Cl)c1)N1CCOCC1	-35	9
84	COc1cc(C(=O)OC(C)C(=O)NCC2CCCCC2)cc(NC(=O)c2ccco2)c1OC (stereo not given)	7	-1
85	Cc1cc(C(=O)NCC(=O)OCC(=O)N(C)C2CCCCC2)ccc1[N+](=O)[O-]	13	-7
86	COc1ccc(/C=C/C(=O)c2ccc3c4c(cccc24)CC3)cc1OC	1	3
87	CC(C)Oc1ccc(CCc2nnc(SC(C)C(=O)O)n2-c2ccccc2)cc1 (stereo not given)	-5	10
88	Cn1c(Nn2cnnc2)nc2ccccc21	-16	-3
89	CN(Cc1ccccc1)C(=O)c1cccc(NC(=O)Cc2ccc(NC(=O)C3CCN(C(=O)c4ccccc4)CC3)cc2)c1	0	2
90	CC(C)C(NC(=O)/C=C/c1cccc([N+](=O)[O-])c1)C(C)C	-3	-5
91	CCCCNC(=O)C1CCC(CNS(=O)(=O)c2ccc(C)cc2)CC1 (stereo not given)	11	-4
92	COc1ccc(C(=O)Nc2ccc(Cl)cc2C(=O)NCc2ccco2)cc1OC	52*	-10*
93	Cc1csc2nc(SCC(=O)N3CCN(c4ccccc4)CC3)[nH]c(=O)c12	1	2
94	Cc1ccc(OCC(=O)Nc2ccc(N3CCN(S(C)(=O)=O)CC3)cc2)cc1C	5	4
95	CN(C)c1cccc(C(=O)N/C=C/n2cnc3cc(C(F)(F)F)ccc32)c1	-30	6
96	O=C(Cc1ccccc1)NNC(=S)NC(=O)c1cccs1	1	-2
97	CN1CCN(c2ncnc3c2ncn3[C@H]2CN(Cc3ccc(C(=O)O)cc3)C[C@@H](CO)O2)CC1	-12	-3
98	O=C(O)/C=C/C(=O)Nc1ccc(SC(F)(F)C(F)(F)C(F)(F)F)cc1	8	9
99	O=C(CN(c1ccc(Cl)c(C(F)(F)F)c1)S(=O)(=O)c1ccccc1)N/N=C/c1cccc2c1OCCO2	-28	-8
100	O=C(CCC1N=C2c3ccccc3N=C(SCc3ccc(F)cc3)N2C1=O)NCc1ccco1 (stereo not given)	6	-11

# Continuation.
No.	Compound	TAG inh	TAG inh DAPI viability
101	O=C(CCNS(=O)(=O)c1c(Cl)cccc1Cl)OCC(=O)c1ccccc1	-3	10
102	Cc1onc(-c2ccccc2Cl)c1C(=O)Nc1ccc(Cl)cn1	-3	4
103	CN(CC(=O)N1CCN(Cc2ccccc2)CC1)S(=O)(=O)c1ccc(F)cc1	-20	-9
104	O=C(CN1C(=O)NC2(CCCC2)C1=O)Nc1nc2ccccc2s1	-10	-5
105	CN(Cc1ccccc1)C(=O)c1ccc2sc([C@@H]3O[C@H](CO)[C@H](O)[C@H](O)[C@H]3O)nc2c1	1	1
106	COC(=O)c1ccc(S(=O)(=O)c2ccccc2)c(N)c1	-21	20
107	COc1ccc(OC)c(S(=O)(=O)N2CCC(C(=O)N3CCN(Cc4ccccc4)CC3)CC2)c1	10	-8
108	Cc1cc(C)nc(NC(=O)c2cc(Br)ccc2Cl)n1	-5	-1
109	Cc1cccc(-n2c(SCC(N)=O)nnc2-c2ccccn2)c1C	15	-2
110	CCc1ccccc1NC(=O)CNC(=O)CSC(=S)N1CCCC1	0	-2
111	COc1ccc(CNc2nc(SC)n[nH]2)cc1OC	8	3
112	CCOC(=O)c1c(NC(=O)C(F)(OC)C(F)(F)F)sc(C(=O)N2CCCCC2)c1C (stereo not given)	18	-7
113	Cc1ccccc1C(=O)NCCN1CCOCC1	-2	5
